# RmlCD inh 1536: inhibitors of Mycobacterium tuberculosis RmlC and RmlD coupled enzymes; P9WH09+P9WH11; RmlC+RmlD coupled enzyme assay, percent inhibition; primary screen in compound mixtures; inhibition, % at 3.6 µM; 0.03% of 160,000 active; AID 1533; in the data active = inhibition mostly above about 34%, no sharp cut-off; inconclusive = no clear call, values can overlap the other calls; inactive = mostly below about 22%; note: some results filed as inactive read as strong as hits
# Target sequence (P9WH09 whole entry, looked up): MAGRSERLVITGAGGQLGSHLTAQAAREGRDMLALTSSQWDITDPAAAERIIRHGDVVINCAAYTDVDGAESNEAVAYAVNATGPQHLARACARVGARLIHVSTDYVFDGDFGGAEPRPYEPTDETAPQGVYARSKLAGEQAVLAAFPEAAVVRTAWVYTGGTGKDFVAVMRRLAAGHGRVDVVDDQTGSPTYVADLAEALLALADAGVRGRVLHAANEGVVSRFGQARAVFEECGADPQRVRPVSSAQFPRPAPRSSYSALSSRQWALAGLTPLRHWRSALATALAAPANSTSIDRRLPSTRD
# Target sequence (P9WH11 whole entry, looked up): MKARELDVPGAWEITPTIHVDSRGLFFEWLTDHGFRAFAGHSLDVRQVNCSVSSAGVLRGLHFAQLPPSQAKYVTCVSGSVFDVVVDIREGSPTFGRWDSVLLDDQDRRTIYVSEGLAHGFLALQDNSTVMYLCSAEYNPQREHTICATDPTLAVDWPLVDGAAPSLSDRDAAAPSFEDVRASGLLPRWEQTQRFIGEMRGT
# GlmU inhibition: inhibition of mycobacterial GlmU enzyme – biochemical, glucosamine-1-phosphate acetyltransferase (AID 1376); 0.25% of 220,000 active; M. tuberculosis GlmU acetyltransferase enzyme assay; higher % means a stronger effect; inhibition, %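 (tested at 30 µM in the primary screen)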; hits with a dose series show IC50 in µM; in the data active = inhibition above about 13%; inconclusive = no clear call, values can overlap the other calls;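 note: 0% = complete reaction with vehicle and 100% = reaction without substrate; strong numbers were not always called active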
# * hit, by the source's call; ? = inconclusive; / = no result given.
# Below each compound: RmlCD inh 1536, GlmU inhibition
- COc1cccc2cc(C(C)N(CCCN3CCOCC3)C(=S)Nc3ccc(C)cc3)oc12 (stereo not given)
    9.4, -2.7%
- N#Cc1ccc(OCC(=O)Nc2cc(S(=O)(=O)N3CCOCC3)ccc2N2CCOCC2)cc1
    36.5, 0.9%
- CCn1c(COc2ccc3c(c2)CCCC3)nnc1SCC(=O)Nc1nccs1
    10.3, 5.0%
- CCCCCCc1cc2cc(-c3nnc(-c4ccccc4OC)o3)c(=O)oc2cc1O
    /, -0.9%
- CC(=O)Cc1nsc(NC(=O)c2cccs2)n1
    -10.2, 2.3%
- CCC(CC)c1nnc(NC(=O)[C@@H](NC(=O)c2cccc(C)c2)C(C)C)s1
    3.6, 5.8%
- O=C(Cn1cnc2c(cnn2-c2ccccc2Cl)c1=O)N1CCc2ccccc21
    /, -0.8%
- O=C(CCc1ccccc1)NC(NC(=S)Nc1ccc(Cl)cc1)C(Cl)(Cl)Cl (stereo not given)
    /, -5.7%
- Cc1cc(OC(=O)c2ccco2)c(Sc2ccccc2[N+](=O)[O-])c(=O)o1
    -10.6, -4.4%
- COc1ccccc1NC(=O)N1CCN(c2ccc(F)cc2)CC1
    /, -1.9%
- Cc1csc(NC(=O)C2CCCN2C(=O)OCC(C)C)n1 (stereo not given)
    /, 2.8%
- CCO[C@@H]1OC(C(=O)NC2CC2)=C[C@H](C)[C@H]1CCCO
    8.7, -2.3%
- CC(Cc1ccccc1)(NC(=O)CN)c1ccccc1 (stereo not given)
    -0.3, 2.8%
- Nc1c(C(=O)Nc2ccccc2)sc2nc3c(c(-c4ccco4)c12)CCC3
    -7.7, -1.2%
- COc1ccc(-c2ccc(=O)n(CC(=O)Nc3ccc(C(=O)NC4CC4)cc3)n2)cc1OC
    32.2, 3.3%
- O=C(c1ccccc1)N1CCN(c2ccccc2F)CC1
    6.9, -0.9%
- O=S(=O)(Cc1cc(Cl)nc(-c2ccncc2)n1)c1ccccc1
    6.9, -1.3%
- O=C(c1c[nH]c2ccc(F)cc2c1=O)N1CCCCCC1
    /, 0.3%
- Cn1cnc2c1c(=O)n(Cc1cccc(Br)c1)c(=O)n2C
    15.2, 6.7%
- OCCC1CN(Cc2ccccc2O)CCN1CCc1ccccc1 (stereo not given)
    -4.3, 2.6%

# Next entries follow.
# Below each compound: RmlCD inh 1536, GlmU inhibition
- O=C(NC(=S)Nc1ccccc1N1CCCC1)c1ccc([N+](=O)[O-])cc1
    5.1, 3.0%
- COC(=O)C1CCN(C(=O)c2ccccc2NC(C)=O)CC1
    4.5, 3.3%
- COC(=O)NNC(=O)C1CCC(C(=O)NNC(=O)OC)CC1 (stereo not given)
    0.3, 7.0%
- CCCCOc1ccc(C(=O)CCN2CCOCC2)cc1
    34.4, -3.3%
- COc1ccc(NC(=O)CCN2C(=O)/C(=C/c3ccc4c(c3)OCO4)SC2=S)cc1
    /, 22.8%
- Cc1ccc(Cn2c(=O)c3ccccc3n3c(CCC(=O)O)nnc23)cc1
    /, -0.5%
- O=C(O)CCCc1nc2ccccc2s1
    /, -4.7%
- O=[N+]([O-])c1cc(CN(CCO)CCO)ccc1O
    25.0, 1.4%
- CCN(CC)c1ccc2cc(-c3nc4ccccc4n3C)c(=O)oc2c1
    /, -3.5%
- CCOC(=O)c1cc(C)nc(S(C)(=O)=O)c1C#N
    0.6, 6.2%
- Cc1cc(N(C(=O)c2ccco2)C(C(=O)NC2CCCCC2)c2ccccc2)ccc1-n1cnnn1 (stereo not given)
    14.6, 2.1%
- c1ccc(-c2[nH]ncc2CN2CCc3ccccc3C2)cc1
    /, 1.3%
- COc1ccc(CCn2c(N)cc(=O)[nH]c2=O)cc1OC
    21.2, -1.0%
- COC(C(=O)NC1CC1)c1ccccc1 (stereo not given)
    -5.9, 1.7%
- Cc1cccc(Nc2sc(C(=O)c3cc4cc(Cl)ccc4o3)c(N)c2C#N)c1
    -4.4, 2.5%
- Cc1ccsc1/C=N/NC(=O)c1cccs1
    18.6, 0.0%
- O=C(O)CC(c1ccccc1)n1cnnn1 (stereo not given)
    16.9, -2.2%
- N#C/C(=C\c1cccs1)Sc1nc2ccccc2s1
    -4.7, 0.8%
- CCc1nc(N2CCN(C(=O)c3ccco3)CC2)c2oc3ccccc3c2n1
    -1.8, 3.0%
- O=C(NO)c1cc(OCC(F)(F)F)ccc1OCC(F)(F)F
    15.2, 2.2%

# (next part)
# Below each compound: RmlCD inh 1536, GlmU inhibition
- Cc1ccc2c(c1)C1CN(C)CCC1N2C(=O)c1ccc(Br)o1 (stereo not given)
    -4.9, 0.3%
- COc1ccccc1NC(=O)CCC(=O)OCc1ccc(Cl)cc1
    -12.9, -0.4%
- O=C(O)C(NC(=O)c1ccccc1)=C(Cl)Cl
    /, 5.7%
- Cc1cc(/C=C2\SC(N)=NC2=O)c(C)n1-c1ccc(F)cc1
    -4.6, -7.9%
- O=C(COC(=O)C1(c2ccc(F)cc2)CCCC1)NCc1ccco1
    -10.9, -6.3%
- Cc1c(CN2CCc3c([nH]c4ccccc34)C2C2CCCCC2)cnn1C (stereo not given)
    -17.1, 2.7%
- CCNC(=S)NC1CC2CCC(C1)N2Cc1ccccc1 (stereo not given)
    10.3, -1.5%
- CN(Cc1nc(Cc2ccccc2F)no1)Cc1cccc2ncccc12
    -5.7, -6.7%
- Cc1ccc(C(=O)N/C(=C\c2ccc(C(C)C)cc2)C(=O)NCCCN2CCOCC2)cc1
    /, -4.0%
- c1ccc(-c2noc(CSc3nnnn3C3CCCCC3)n2)cc1
    10.1, -0.4%
- Nc1nonc1C(=O)N/N=C/c1ccc([N+](=O)[O-])o1
    -2.3, -3.6%
- CCn1c(=N)n(CC(=O)c2cccc([N+](=O)[O-])c2)c2ccccc21
    -10.7, 2.2%
- CCN1C(=O)/C(=C2\SC(=S)N(CCCOC)C2=O)c2ccccc21
    /, -0.8%
- Cc1ccc(NCc2nnc(SCCN3CCCCC3)n2CC2CCCO2)c(C)c1 (stereo not given)
    14.3, 3.7%
- COc1cc(C(=O)Nc2nc3ccccc3s2)ccc1OCc1c(C)noc1C
    6.5, -1.5%
- COc1ccc(NC(=O)c2cccs2)cn1
    -4.9, -5.2%
- C#CCNC(=O)/C=C/c1ccc(OC)cc1
    /, -0.1%
- COc1cc(NC(=O)CSc2nnnn2Cc2ccccc2)cc(OC)c1
    7.7, -1.6%
- C/C(N)=C(/C#N)C(=O)CSc1nnc(-c2ccc3c(c2)OCO3)o1
    0.8, -0.9%
- O=C(Cn1cnc2c(nnn2Cc2ccc(F)cc2)c1=O)NCc1ccc(F)cc1
    -10.3, 0.2%

# The list goes on.
# Below each compound: RmlCD inh 1536, GlmU inhibition
- Clc1ccc(-c2nnc(COc3ncnc4ccccc34)o2)cc1
    0.5, 2.5%
- O=C(c1ccc2c(c1)OCO2)N(c1ccc(F)cc1)C1C=CS(=O)(=O)C1 (stereo not given)
    -5.3, -1.6%
- CCOc1ccc(-n2c(SCC(N)=O)nc3c(c2=O)SCC3)cc1
    1.4, -3.0%
- O=c1c2ccccc2c(-c2ccccc2)nn1-c1ccccn1
    6.9, -3.3%
- CCCCS(=O)(=O)C(=C1Nc2ccccc2N1)S(=O)(=O)CCCC
    /, -6.0%
- O=C(Nc1nnc(-c2ccccc2)s1)c1ccc(Cl)c(S(=O)(=O)N2CCOCC2)c1
    /, -1.8%
- CN1CCN(c2nc(-c3cccnc3)nc3scc(-c4ccccc4)c23)CC1
    2.9, 0.6%
- OCCC1CN(Cc2nc(-c3ccccc3)cs2)CCN1Cc1ccc(F)cc1 (stereo not given)
    /, -2.3%
- c1ccc2c(CSCCc3ccncc3)cccc2c1
    /, -2.3%
- CC1=Nn2c(nnc2C2CCCCC2)SC1
    /, 2.6%
- COc1ccc(CNC(=O)C(NC(C)=O)C(=O)Nc2ccc(C(C)C)cc2)cc1 (stereo not given)
    7.0, -1.6%
- O=C(CN(c1ccc(F)cc1)S(=O)(=O)c1ccccc1)NCc1ccco1
    /, 0.8%
- COc1ccc(-c2nnc(-c3cc4c(ccc5ccccc54)oc3=O)o2)cc1
    6.5, -3.8%
- CN(C)CCCNCC(=O)NN(c1ccccc1)c1ccccc1
    -3.1, -5.7%
- COc1ccccc1N1CCN(C(=O)CN(Cc2ccccc2)S(C)(=O)=O)CC1
    10.1, -6.9%
- CSc1cccc(NC(=S)N2CCC(N(C)C3CCCCCC3)CC2)c1
    9.1, -0.3%
- CC(=O)NC(C(=O)NCC(N)=O)C(C)C (stereo not given)
    /, -3.4%
- CN1CCc2c(sc(NC(=O)c3cc4cc([N+](=O)[O-])ccc4s3)c2C(N)=O)C1
    -7.0, 2.8%
- S=C(NCc1ccccc1)NN1CCOCC1
    -64.0, -0.3%
- O=[N+]([O-])c1ccc(COn2nnc3ccccc32)cc1
    15.5, 1.0%

# Reformatted in CSV form: part of the list above.
SMILES,RmlCD inh 1536,GlmU inhibition
O=c1c2ccccc2c(-c2ccccc2)nn1-c1ccccn1,6.9,-3.3%
COc1ccc(-c2ccc(=O)n(CC(=O)Nc3ccc(C(=O)NC4CC4)cc3)n2)cc1OC,32.2,3.3%
CCc1nc(N2CCN(C(=O)c3ccco3)CC2)c2oc3ccccc3c2n1,-1.8,3.0%
O=C(NO)c1cc(OCC(F)(F)F)ccc1OCC(F)(F)F,15.2,2.2%
CCC(CC)c1nnc(NC(=O)[C@@H](NC(=O)c2cccc(C)c2)C(C)C)s1,3.6,5.8%
c1ccc2c(CSCCc3ccncc3)cccc2c1,/,-2.3%

# (further entries)
# Below each compound: RmlCD inh 1536, GlmU inhibition
- COc1ccc(S(=O)(=O)N2CN(Cc3ccco3)c3nc4ccccc4nc32)cc1
    /, 0.8%
- Cc1ccnc(NC(=O)c2ccc(NC(=O)c3ccco3)cc2)c1
    1.1, 10.9%
- O=C(CSc1nnc(-c2ccccc2)n1-c1ccc(Cl)cc1)NC1CCS(=O)(=O)C1 (stereo not given)
    5.4, 0.4%
- CC(Oc1ccccc1)C(=O)Nc1ccccc1F (stereo not given)
    12.6, -1.8%
- C/C(=N\NC(=O)Cc1cccn1C)c1cccc2ccccc12
    4.7, -4.3%
- Fc1cc(F)cc(NC(=S)NN2CCOCC2)c1
    -8.5, 0.0%
- COc1ccc(C)cc1NCC(=O)Nc1ccc(C(C)(C)C)cc1
    18.4, 0.1%
- COc1ccc(CC(=O)NC(C)CCc2ccccc2)cc1 (stereo not given)
    10.8, 2.1%
- O=C(NNc1cc(N2CCOCC2)nc(N2CCOCC2)n1)C12CC3CC(CC(C3)C1)C2
    ?, -1.2%
- CCOC(=O)C1=C(CS(=O)(=O)c2ccccc2)NC(=O)NC1c1cccc(OC)c1 (stereo not given)
    -8.0, 2.4%
- Cn1c(=O)c2c(nc(Br)n2CCSc2nnnn2-c2ccccc2)n(C)c1=O
    8.1, -1.5%
- COc1ccc(OC)c(-c2cc(C(=O)Nc3ccc(F)cc3F)no2)c1
    -2.3, 3.4%
- CCOc1ccc(N(CC(=O)NCCC2=CCCCC2)S(=O)(=O)c2ccccc2)cc1
    /, 0.9%
- CC(C)(C)n1nnnc1CN(Cc1ccco1)Cc1cc2cc3c(cc2[nH]c1=O)OCO3
    1.4, -3.8%
- O=[N+]([O-])c1ccc(C[n+]2cc(-c3ccccc3)n3c2CCCCC3)cc1
    -12.2, 1.1%
- O=C(CN1C(=O)c2ccccc2C1=O)NCc1ccncc1
    50.5, 0.8%
- CCC(C)n1c(SCc2ccc([N+](=O)[O-])cc2)nc2ccsc2c1=O (stereo not given)
    -8.8, -0.5%
- CCCCn1c(CNC(=O)C(C)(C)C)nc2ccccc21
    /, -2.7%
- COc1ccc(N2CCN(C(CNC(C)=O)c3ccco3)CC2)cc1 (stereo not given)
    -6.7, -4.5%
- CCOC(=O)C1(Cc2ccccc2)CCCN(Cc2cccc(C(C)=O)c2)C1 (stereo not given)
    -11.2, 1.1%

# (cont.)
# Below each compound: RmlCD inh 1536, GlmU inhibition
- CN1CCC(N(C)C(=O)NC2CCCCC2)CC1
    -7.6, 2.5%
- COc1ccc(C)cc1NC1=C(Cl)C(=O)N(C2CCCCC2)C1=O
    -12.3, 1.5%
- C=CSc1sc(Cl)c(N(C)C)c1[N+](=O)[O-]
    /, 1.9%
- Cc1ccc(C)c2c1sc(=NC(=O)CN1C(=O)CCC1=O)n2C
    -3.4, -3.9%
- CCCC(=O)N1CCN(c2nc(CC(C)C)c3c(c2C#N)CCC3)CC1
    15.8, /
- O=c1[nH]n(-c2ccccc2)c(=O)c(Cl)c1Cl
    -5.7, 2.8%
- Cc1cccc(CSc2nc(N)c(C#N)c(-c3cccs3)c2C#N)c1
    /, -0.1%
- Cc1n[nH]c(C)c1S(=O)(=O)N1CCCC(C(=O)N2CCc3ccccc32)C1 (stereo not given)
    /, -0.6%
- COc1ccc(-c2c(C)nn(-c3ccccc3)c2N)cc1
    11.0, 4.7%
- O=C(Nc1ncccc1Cl)C1COc2ccccc2O1 (stereo not given)
    /, 1.0%
- CCC(C)n1c(OC)nc2c1c(=O)n(C)c(=O)n2C (stereo not given)
    3.8, 8.3%
- O=C(N=Nc1c(O)[nH]c2ccc([N+](=O)[O-])cc12)c1ccccc1[N+](=O)[O-]
    /, 4.8%
- O=C(c1cccs1)c1coc2ccc(O)c(CN(CCO)CCO)c12
    /, 2.0%
- COC(=O)c1ccccc1NC(=O)C1CCCN(c2nnc(-n3cccc3)s2)C1 (stereo not given)
    -5.7, 0.3%
- CCN(CC)C(=O)c1[nH]cnc1C(=O)N[C@@H](CC(C)C)C(=O)OCc1ccccc1
    /, -0.1%
- CC(=O)Nc1ccc(S(=O)(=O)Nc2ccc3c(c2)OCCO3)cc1Cl
    -6.7, -1.8%
- COc1ccc2nc(SCc3cccc(C)c3)nc(C)c2c1
    38.2, -6.5%
- CCOC(=O)C1(CCOC)CCN(Cc2ccc(C3CCCCO3)s2)CC1 (stereo not given)
    /, -8.0%
- CCOC(=O)c1c(N)sc(C(=O)N(C)C)c1C
    /, 2.7%
- CCOc1ncccc1C(=O)N1CCCSC1=Nc1ccccc1OC
    5.3, 1.4%

# Assay outcomes from PubChem BioAssay.

# Some of the compounds tested; the hit share may differ from the screen's.
